GalR3 antag – blocks the human galanin receptor 3; O60755; inhibition, % at 3 µM; 360,000 tested, 0.44% active; AID 651719; HEK293 GalR3-CNG cAMP membrane potential fluorescence; galR3 body fused to GalR1 C-terminus;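 active = inhibition above the screen-wide average plus 3 SD, cut at about 13% in these data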;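 also: forskolin and galanin both at EC90 stimulate the cells; cAMP rise reported by CNG channel membrane potential dye signal; 0% = forskolin plus galanin with DMSO and 100% = forskolin alone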
Target sequence (O60755 1-299 limits assumed): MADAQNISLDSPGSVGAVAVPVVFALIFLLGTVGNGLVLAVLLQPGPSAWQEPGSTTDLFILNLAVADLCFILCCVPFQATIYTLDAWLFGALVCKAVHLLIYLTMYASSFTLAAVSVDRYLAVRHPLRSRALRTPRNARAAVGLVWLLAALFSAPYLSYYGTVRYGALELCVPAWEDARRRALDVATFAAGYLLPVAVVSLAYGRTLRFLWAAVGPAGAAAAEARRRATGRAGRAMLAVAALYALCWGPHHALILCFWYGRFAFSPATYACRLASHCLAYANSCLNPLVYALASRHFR
CRFR2-BP ag – CRF-BP/CRF-R2 complex agonism; 350,000 tested, 0.46% active; activation, % at 13.2 µM; AID 588473; HEK293 CRF-R2/CRF-BP, calcium dye fluorescence (FLIPR); percent of saturating CRF peptide response;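 active = activation of at least 50%, plus an integration ratio under a set limit after plate pattern correction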;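 also: plate controls were neutral control wells without compound for no effect and CRF at EC100 for full effect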
NS3 helicase inh – blocks Hepatitis C virus NS3 helicase unwinding. NS3 helicase DNA unwinding, Cy5 molecular beacon fluorescence. inhibition, % at 10.9 µM. 290,000 tested, 0.56% active;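 active = inhibition above the mean of all tested compounds plus 3 SD, set per campaign, cut at about 35% in these data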;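 also: 0% = DMSO wells and 100% = thioflavine S control wells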
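Measured by: Cy5 fluorescence, 0 and 60 min reads / Assay system: NS3 helicase fragment of HCV / Control set: low DMSO, high thioflavine S at 110 µM / Times: 1 h reaction at 25 °C, ATP-initiated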
CRFBP-R2 block – CRF-BP/CRF-R2 complex antagonism | HEK293 CRF-R2/CRF-BP, CRF-induced calcium fluorescence | inhibition, % at 11.8 µM | 350,000 tested, 0.59% active | AID 588475;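 active = inhibition of the ligand-induced calcium signal above about 50% at the single tested concentration, limit read from the data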
MEKK3 PB1 HTS – MEKK3-MEK5 PB1 interaction, increase or decrease; AID 1529; bead-based flow cytometry, Alexa488-MEK5 binding to MEKK3; actives lie on both sides; 0 = blocked by unlabeled MEK5, 100 = vehicle; binding response (% of control), % at 10 µM; Q99759; 290,000 tested, 1.4% active;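 active = binding response more than 3 SD above or below the average of its plate-row segment, actives on both sides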;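 also: Alexa488 bead fluorescence after subtracting the streptavidin-only scavenger bead signal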
Target sequence (Q99759 whole entry, looked up): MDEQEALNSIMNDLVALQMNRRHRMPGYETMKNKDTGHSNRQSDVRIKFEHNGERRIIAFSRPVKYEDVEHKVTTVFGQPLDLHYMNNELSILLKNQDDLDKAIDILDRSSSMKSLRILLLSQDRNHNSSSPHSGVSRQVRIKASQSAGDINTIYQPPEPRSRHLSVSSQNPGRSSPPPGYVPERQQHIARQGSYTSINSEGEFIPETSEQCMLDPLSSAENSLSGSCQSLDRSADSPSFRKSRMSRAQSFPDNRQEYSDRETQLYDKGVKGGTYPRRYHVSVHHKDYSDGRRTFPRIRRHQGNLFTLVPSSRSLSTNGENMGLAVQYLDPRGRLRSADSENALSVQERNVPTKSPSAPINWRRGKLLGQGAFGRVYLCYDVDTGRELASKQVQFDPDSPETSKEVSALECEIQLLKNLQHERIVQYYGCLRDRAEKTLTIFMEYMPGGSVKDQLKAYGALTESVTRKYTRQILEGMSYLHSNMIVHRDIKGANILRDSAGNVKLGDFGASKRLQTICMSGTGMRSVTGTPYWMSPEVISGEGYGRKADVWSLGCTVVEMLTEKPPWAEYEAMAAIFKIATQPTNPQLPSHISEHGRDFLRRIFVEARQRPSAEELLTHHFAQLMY
SUMO HTRF inh – blocks human SUMOylation mediated by UBC9 | inhibition, % at 35 µM | HTRF SUMOylation assay, SAE1/SAE2 + UBC9, in vitro | 290,000 tested, 0.36% active | P63279 | AID 2006; in the data active = inhibition above about 50%, passing the limit was not always enough; also: strong numbers were not always called active
Target sequence (P63279 whole entry, looked up): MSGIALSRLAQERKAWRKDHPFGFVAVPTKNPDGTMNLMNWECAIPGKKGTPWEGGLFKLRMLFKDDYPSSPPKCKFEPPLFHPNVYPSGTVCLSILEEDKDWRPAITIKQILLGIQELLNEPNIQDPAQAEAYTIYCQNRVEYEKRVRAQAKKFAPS
MEKK2 mut-MEK5 – signal of MEK5 binding to mutant human MEKK2 PB1 domain; bead flow cytometry, Alexa488-MEK5 binding to MEKK2 mutant; percent response, % at 10 µM; 290,000 tested, 0.35% active; in the data active = percent response above about 24%, passing the limit was not always enough; also: inactives centre near 1; some results filed as inactive read as strong as hits
MEKK2 WT-MEK5 – raises or lowers MEK5 binding to wildtype human MEKK2 PB1 domain; bead flow cytometry, Alexa488-MEK5 binding to MEKK2 WT; actives lie on both sides; 290,000 tested, 1.1% active; Q9Y2U5; binding response (% of control), % at 10 µM; in the data active = binding response below about 67% or above about 130%
DNA FID counter – fluorescent intercalator displacement, NS3 helicase counter-screen. DNA fluorescent intercalator displacement, fluorescence. inhibition, % at 7.9 µM. 290,000 tested, 0.17% active. AID 1845; in the data active = inhibition above about 37%;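 also: 0% = vehicle and 100% = reference compound; higher means more ethidium bromide displaced from hairpin DNA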
Numbers without * were called inactive; x = no result given. Some of the compounds tested; count on the stated rates, not on these rows.

SMILES	GalR3 antag	CRFR2-BP ag	NS3 helicase inh	CRFBP-R2 block	MEKK3 PB1 HTS	SUMO HTRF inh	MEKK2 mut-MEK5	MEKK2 WT-MEK5	DNA FID counter
COc1ccc(-c2[nH]ncc2CNCc2cc(C)n(C)n2)c(F)c1	-8	-2.3	3	1	99	24	-8	90	-2
OC1CCNC(=S)N1c1ccccc1 (centres undefined)	1	-0.1	4	17	94	2	0	102	-3
O=C(Nc1cc(Br)ccc1O)C1CC(c2c(F)cccc2Cl)=NO1 (centres undefined)	-7	-1.3	-5	-6	106	-5	6	104	-5
Cc1cc(-c2nn3c(-c4ccccc4)nnc3s2)c2ccccc2n1	0	-0.4	21	5	99	9	7	100	-14
OCCc1ccc(O)c(-n2nc3ccccc3n2)c1	4	0.3	6	14	99	7	3	100	-9
O=C(C1=C[C@H](c2csc3ccccc23)C[C@H](OCCCCO)O1)N1CCOCC1	-4	0.1	14	-1	103	-4	5	104	-27
NC(=O)Cc1nc(-c2ccc(F)cc2)cs1	-5	-0.9	-1	9	103	10	2	100	-5
CCOC(=O)c1nnc(-c2ccc(C)cc2)nc1Sc1ccccc1Cl	5	-1.0	4	-14	99	9	-2	98	0
CCNc1nc(NCC)nc(N/N=C/c2cc(OC)c(OC)c(OC)c2)n1	-7	-1.2	1	-4	81	18	-24	88	-20
COC(=O)C1=C(C)N(C)C(=O)NC1c1ccc(O)c(Cl)c1 (centres undefined)	-4	-0.4	2	-6	102	7	0	100	-1
CN1CCN(S(=O)(=O)c2ccc3c(c2)oc(=O)n3C)CC1	5	9.0	-1	-18	102	3	1	99	-4
CCOc1ccc(/C(O)=C2/C(=O)C(=O)N(CCCN3CCOCC3)C2c2ccc(C)cc2)cc1C (centres undefined)	-5	-4.4	27	17	104	2	2	106	-36
O=C(COC(=O)CSc1ccc([N+](=O)[O-])cc1)NCC1CCCO1 (centres undefined)	2	0.1	15	6	100	2	-4	96	-4
COc1ccccc1-c1nnc(SCC(=O)O)n1C	-10	-0.2	-5	30	88	21	-4	90	3
COCCCNC(=O)CN1CCN(Cc2ccccc2Cl)C1=O	2	-0.7	2	23	111	16	13	107	-6
CCN1C(=O)[C@H]2[C@@H](c3ccc(C)cc3)N3C(=O)N(c4ccc(OC)cc4)C(=O)[C@@]3(C)[C@H]2C1=O	-1	-0.5	-5	5	104	6	2	104	-28
Cc1ccc(C(=O)n2c3ccccc3c3ccccc32)cc1	0	12	-6	-2	101	14	-9	100	2
Cc1ccnc(N/C=C(/NC(=O)c2ccccc2)C(=O)N/N=C\c2ccc(F)cc2)n1	2	-0.8	-1	7	105	-2	3	104	-8
FC(F)(F)c1cccc(NC(=S)NC2CCCC2)c1	-2	30	-7	23	103	-18	0	107	-3
Cc1ccccc1C(=O)N/N=C1/SCC(=O)N1Cc1ccccc1	-2	-0.3	-2	5	98	9	1	91	4
N/C(=N\C(=S)Nc1ccccc1)c1ccccc1	-9	-0.7	-15	-7	105	2	6	106	-6
COc1ccc(C(=O)NC(C)c2nc3ccccc3n2C)cc1OC (centres undefined)	-2	-3.2	-12	0	109	16	6	117	-9
Cc1ccc(Cn2c(=O)c3c(nc4n3CCCN4Cc3ccccc3)n(C)c2=O)cc1	-7	-1.2	2	14	100	9	-3	96	-1
CCc1ccc(NC(=O)CSc2nnc(COc3ccc4c(c3)CCCC4)o2)cc1	-1	-0.7	2	4	100	6	0	101	-8
COc1ccccc1NC(=O)Nc1ccc(Br)cn1	-1	0.4	0	1	104	-10	1	103	-19
NS(=O)(=O)c1ccc2nc(NC(=O)c3ccc(Br)o3)sc2c1	-6	1.3	-1	1	102	16	-6	93	2
COc1cccc(CN(C)C(=S)Nc2ccc(C)c(C)c2)c1	-6	-0.8	3	-8	104	-10	-14	83	-11
O=C(CNC(=O)c1ccc(Br)o1)Nc1ccccc1	-6	-1.1	13	2	99	-4	4	99	-1
CCc1nc2ccc(C(=O)NCCc3ccccc3OC)cc2nc1CC	1	-5.5	0	16	100	4	4	101	-51
O=C(Nc1ccc(NC(=S)NC(=O)c2cccs2)cc1)c1ccco1	0	-0.8	3	-10	95	42	-8	85	-13
Cc1ccnc(NC(=O)c2ccccc2NC(=O)c2ccccc2)c1	6	0.4	-7	-11	103	9	14	102	-25
COc1ccccc1NC(=O)Cc1noc(CSc2nnc(N)s2)n1	1	-1.4	4	2	102	2	-2	101	0
C=CCn1c(=O)c(C(=O)Nc2cccnc2)c(O)c2ccccc21	1	-0.7	-4	-29	111	1	5	117	-4
COc1ccc(N2COC3c4cccc5cccc(c45)C32)cc1 (centres undefined)	-5	5.6	10	-2	112	24	1	102	-11
CC(=O)Nc1ccc(C(=S)NCc2ccco2)cc1	-3	0.0	-4	26	93	40	-4	94	0
CCOc1ccccc1NC(=O)C1CCCN(S(=O)(=O)c2ccc(OC)c(C)c2)C1 (centres undefined)	2	-0.1	1	-1	106	3	5	104	-5

Individual results from the list.
MEKK2 mut-MEK5 with COc1ccccc1NC(=O)Cc1noc(CSc2nnc(N)s2)n1 is entered as -2
GalR3 antag with COc1ccc(N2COC3c4cccc5cccc(c45)C32)cc1 (centres undefined) is entered as -5
NS3 helicase inh with COc1cccc(CN(C)C(=S)Nc2ccc(C)c(C)c2)c1 is entered as 3
MEKK2 mut-MEK5 with CCc1nc2ccc(C(=O)NCCc3ccccc3OC)cc2nc1CC is entered as 4
MEKK2 WT-MEK5 with COc1ccccc1NC(=O)Nc1ccc(Br)cn1 is entered as 103
CRFR2-BP ag with Cc1ccnc(NC(=O)c2ccccc2NC(=O)c2ccccc2)c1 is entered as 0.4

(more compounds)
SMILES	GalR3 antag	CRFR2-BP ag	NS3 helicase inh	CRFBP-R2 block	MEKK3 PB1 HTS	SUMO HTRF inh	MEKK2 mut-MEK5	MEKK2 WT-MEK5	DNA FID counter
O=C(Cn1ncc2c([nH]c3ccccc32)c1=O)NCC1CCN(Cc2ccc(F)cc2)CC1	1	0.0	-10	4	102	5	6	124	11
Cc1nc2cccnc2nc1C	-7	0.7	8	6	103	16	4	100	-3
CN(C)S(=O)(=O)c1ccc(C(=O)N2CCOCC2)cc1	-1	-0.4	-1	-2	97	17	0	102	-1
O=C(CSc1ncnc2nc[nH]c12)N1CCOCC1	-5	0.4	8	-25	97	3	-4	97	0
COc1ccc(CCN2C(=O)C3C4C=CC(C3C2=O)C2C(=O)N(CCc3ccc(OC)c(OC)c3)C(=O)C42)cc1OC (centres undefined)	x	-2.1	6	9	88	8	-4	88	-36
CN(C(=O)CSc1nc(N)nn1-c1ccccc1)c1ccccc1	5	-1.1	-3	13	120	-3	4	118	-9
O=C(c1ccccc1)c1cccn1CC(=O)N1CCN(c2ccc(F)cc2)CC1	-2	3.8	-5	-27	98	11	2	99	-26
CCOC(=O)Nc1ccc(NC(=O)OCC)cc1	-3	-0.6	5	-9	100	-2	0	98	0
CCn1c(SCC(=O)NC2CCCCC2)nnc1C(CO)NC(=O)c1ccccc1 (centres undefined)	0	0.8	7	8	103	8	5	110	-16
COc1ccc(NC2CCCN(C(=O)c3ccc4nc(C)c(C)nc4c3)C2)cc1OC (centres undefined)	0	1.9	-2	-5	105	0	10	105	-13
Cc1ccc(C(=O)NC(=S)Nc2ccc3[nH]c(=O)[nH]c3c2)cc1	1	1.1	1	-1	109	-1	0	102	-6
COc1c(Cl)cc(Cl)cc1C(=O)Nc1ccc(C(=O)O)cc1	1	-4.5	4	-1	99	4	-2	98	-6
Cc1ccc(C)c(NC(=O)Cn2nnc(-c3ccc(N4CCOCC4)cc3)n2)c1	-3	1.1	5	-5	104	33	-1	100	-5
CC(=O)Nc1cccc(C(=O)/C=C/c2ccc(/C=C/C(=O)c3cccc(NC(C)=O)c3)cc2)c1	0	x	9	x	99	-2	1	106	2
O=C(CNC(=O)c1cccs1)OCC(=O)c1ccc([N+](=O)[O-])cc1	-3	-2.7	-6	-2	97	8	-9	95	27
O=C(COc1ccccc1F)N1c2ccccc2CCc2ccccc21	-3	0.8	-12	-19	97	3	-1	97	-27
S=c1[nH]c2cc(Br)cnc2[nH]1	-1	1.8	6	-18	92	2	-2	91	-7
COc1ccccc1OCCCn1c(=O)sc2ccccc21	-2	1.3	0	0	84	20	-13	85	-21
Cc1cccc(N=C2NC(=O)/C(=C/c3cccs3)S2)c1	2	-2.3	11	-5	105	8	0	101	-4
S=C1NCCc2ccc(Cl)cc2C1c1ccccc1Cl (centres undefined)	-7	-0.8	-1	0	83	-14	3	86	-4
CCOC(=O)N1CCN(C(=O)CSc2ccc(C(=O)OC)cc2[N+](=O)[O-])CC1	-9	0.3	10	-5	101	7	4	104	-22
CCS(=O)(=O)Nc1c(C(=O)OC)[nH]c2ccccc12	-4	-1.1	-7	-3	102	6	4	103	3
COc1cc2cc(CN(CCCN3CCOCC3)C(=O)Nc3ccc(F)cc3)c(=O)[nH]c2cc1OC	-9	0.7	-11	19	93	3	1	91	19
S=c1nc(-c2ccccc2)n(CCCN2CCOCC2)c2c1CCCC2	-9	0.5	-6	1	90	4	-7	94	-6

Compound profiles, as listed above:
Listed for CC(=O)Nc1cccc(C(=O)/C=C/c2ccc(/C=C/C(=O)c3cccc(NC(C)=O)c3)cc2)c1 : GalR3 antag = 0; CRFR2-BP ag = x; NS3 helicase inh = 9; CRFBP-R2 block = x; MEKK3 PB1 HTS = 99; SUMO HTRF inh = -2; MEKK2 mut-MEK5 = 1; MEKK2 WT-MEK5 = 106; DNA FID counter = 2
Listed for S=c1nc(-c2ccccc2)n(CCCN2CCOCC2)c2c1CCCC2 : GalR3 antag = -9; CRFR2-BP ag = 0.5; NS3 helicase inh = -6; CRFBP-R2 block = 1; MEKK3 PB1 HTS = 90; SUMO HTRF inh = 4; MEKK2 mut-MEK5 = -7; MEKK2 WT-MEK5 = 94; DNA FID counter = -6

(more compounds)
SMILES	GalR3 antag	CRFR2-BP ag	NS3 helicase inh	CRFBP-R2 block	MEKK3 PB1 HTS	SUMO HTRF inh	MEKK2 mut-MEK5	MEKK2 WT-MEK5	DNA FID counter
COc1ccc(NC(=O)c2cccc(-c3ccc(O)cc3)c2)cn1	-8	24	-16	-24	96	-4	-6	90	-7
COc1ccc(C(C(=O)NC2CCCC2)N(Cc2ccccc2)C(=O)CNC(=O)c2ccco2)cc1 (centres undefined)	-2	-1.6	2	-29	97	15	0	95	-36
CCCCn1c(SCC(=O)c2ccc3c(c2)OCCO3)nnc1-c1ccco1	-4	-0.6	6	-3	110	13	5	106	-32
Cc1noc(NS(=O)(=O)c2ccc(NC(=O)CC34CC5CC(CC(Br)(C5)C3)C4)cc2)c1C	0	-1.4	2	19	98	2	0	91	-5
O=C(N/N=C/c1ccccc1C(=O)O)c1cc(-c2ccc3c4c(cccc24)CC3)n[nH]1	-3	-0.2	22	5	97	27	-2	98	-23
O=S(=O)(NCC1CCCO1)c1ccc(Cl)c(C(F)(F)F)c1 (centres undefined)	-3	-0.8	-1	-1	103	2	9	106	-7
CC(=O)Nc1ccc(NCC(O)COc2ccccc2)cc1 (centres undefined)	-2	-0.7	15	-1	102	8	7	109	2
COc1cccc(-c2ccc(NC(=O)C3CCCN(CCCn4nc(C)cc4C)C3)cc2)c1 (centres undefined)	-6	1.0	-35	-15	104	-5	6	138	22
COc1ccccc1NS(=O)(=O)c1ccc2ccccc2c1	-12	-5.2	-7	-16	105	1	9	102	-17
CCCC1=C(C(=O)OCC)C(c2ccccc2OC)NC(=O)N1 (centres undefined)	-9	0.3	5	-3	98	1	0	98	-13
Cc1cccc(N(CC(=O)NCCSCc2ccco2)S(=O)(=O)c2ccccc2)c1	-5	0.3	9	-1	93	-14	-4	95	-36
O=C(Cc1ccccc1)Nc1ccccc1N1CCOCC1	2	0.0	-24	-4	94	32	-4	96	-13
O=C(CSc1ncnc2ccccc12)Nc1cc(S(=O)(=O)N2CCCCC2)ccc1Cl	3	9.6	-10	-25	97	-55	-2	97	-7

Compound activity as filed in PubChem.
